# Yeast growth tox: yeast growth toxicity, wild-type and mutant, primary screen, cytotoxicity control for eIF2B function restoration project, wild-type and eIF2Bepsilon R284H mutant, A595. hit rate 0.3% among 30,000. growth inhibition, % at 25 µM (by protocol). S. cerevisiae wild-type growth, A595 turbidity, 16 h;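 active means mutant and wild-type yeast strains alike exhibit over 30% growth inhibition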;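 further: 0% = untreated cell controls and 100% = YPD media blanks without cells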
#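 Schedule: 16 h growth with compound, 30 °C. System: yeast, wild-type or eIF2Bepsilon-R284H mutant. Doses: one dose, 25 µM compound[…]. Buffer or medium: YPD. Signal: turbidity measured as absorbance at 595 nm. Read-out basis: growth inhibition (%) versus cell controls and blanks.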
# Yeast eIF2B: GCN4-lacZ reporter reduction in eIF2B-epsilon mutant yeast, primary screen, S. cerevisiae, eIF2B-epsilon R284H, Beta-Glo luminescence; hit rate 0.91% among 27,000; AID 688, 2007; inhibition, % at 25 µM (by protocol);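 active means mutant luminescence inhibited past about 50% while wild type luminescence and mutant growth stay under set limits, limit read from the data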; further: some compounds called inactive have numbers as strong as hits
#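 material = yeast eIF2B-epsilon R284H mutant carrying GCN4–beta-galactosidase fusion | schedule = 16 h growth with compound at 30 °C, 90 min Beta-Glo step | measured by = luminescence and A595 | compound dosing = one concentration, 25 µM, 0.25% DMSO | read-out basis = % inhibition of reporter signal and growth versus controls | buffer or medium = YPD medium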
# Yeast growth tox inhibition %: second read-out of Yeast growth tox, no call of its own (marks repeat the call); growth inhibition, %; S. cerevisiae eIF2Bepsilon-R284H mutant growth, A595 turbidity, 16 h;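 each compound tested once at 25 µM; 0% equals untreated cells and 100% equals cell-free medium blanks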
# Yeast eIF2B mutant toxicity: also measured in Yeast eIF2B; calls as there; growth inhibition, %; measured here: mutant yeast growth, toxicity;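 each compound tested once at 25 µM; zero equals untreated control growth and 100 equals blank medium absorbance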
# Active calls of the source: *; / = not tested or not shown. A portion of the library; the hit share may differ from the screen's.
no.	mol	Yeast eIF2B mutant toxicity	Yeast growth tox
1	CC(=NCCN1CCOCC1)c1c(O)n(C2CCCCC2)c(=O)[nH]c1=O	2	9
2	CC(C)C(=O)c1cn(Cc2ccccc2C#N)c2ccccc12	/	-10
3	O=c1cccc2n1CC1CC2CN(Cc2ccc3c(c2)OCO3)C1 (stereo not drawn)	10	25
4	CSCCC(N=Cc1c(O)n(-c2ccc(Br)cc2)c(=O)[nH]c1=O)C(=O)OC(C)(C)C (stereo not drawn)	/	16
5	O=C(C1CC(c2ccccc2O)=NO1)N1CCC2(CC1)OCCO2 (stereo not drawn)	/	17
6	CN=C(SCc1ccccc1)c1c(O)n(C)c(=O)n(C)c1=O	26	4
7	O=C1CC(=O)N(c2ccc3c(c2)OCO3)C(=O)N1	8	-14
8	CC1=CC(=C2C(=O)NC(=S)NC2=O)C=C(C(F)(F)F)N1C	-25	9
9	O=C1C2CCN(CC2)C1Cc1ccccc1O (stereo not drawn)	-5	-20
10	O=C(Cn1c(=O)c(C(F)(F)F)nc2ccccc21)N1CCC2(CC1)OCCO2	13	1
11	C=CCn1c(O)c(C=Nc2ccc(OC)cc2C)c(=O)[nH]c1=O	-30	-24
12	OC(C#CCN1CCOCC1)(c1ccccc1)C1CCCC1 (stereo not drawn)	12	9
13	O=C(CNS(=O)(=O)c1ccc(Br)s1)N1CCC2(CC1)OCCO2	-14	-6
14	O=c1[nH]c(=O)n(CCC2=CCCCC2)c(O)c1C=Nc1cccc(F)c1	-2	-3
15	CC(C)c1cccc(C(C)C)c1OCCn1ccnc1	18	11

no.	Yeast growth tox inhibition %	Yeast eIF2B
1	2	-6
2	4	/
3	10	17
4	15	/
5	12	/
6	26	18
7	8	10
8	-25	17
9	-5	11
10	13	-5
11	-30	8
12	12	17
13	-14	21
14	-2	17
15	18	19

# (next part)
no.	mol	Yeast eIF2B mutant toxicity	Yeast growth tox
16	O=C(COc1ccc(Cl)cc1Cl)N1CCN(C/C=C/c2ccccc2)CC1	31	44*
17	CCCCn1c(O)c(C(C)=NCCCn2ccnc2)c(=O)[nH]c1=O	-5	-12
18	O=C(Cc1ccccc1)Oc1cccc(N2C(=O)CCC2=O)c1	18	9
19	CC12CN3CC(C)(CN(C1)C3c1cccnc1)C2=O (stereo not drawn)	-8	12
20	Cc1ccc(C2C(S(C)(=O)=O)=C(O)C(=O)N2c2ccccc2)cc1 (stereo not drawn) (tested in a mixture with another compound)	/	9
21	O=P(OCC(F)(F)C(F)F)(N1CCOCC1)N1CCOCC1	19	22
22	CC(Cc1ccccc1)NC(=O)NC(C)Cc1ccccc1 (stereo not drawn)	14	3
23	Cc1ccc2cccc(OC(=O)N3CCCC3)c2n1	12	0
24	COc1cc(C2SCC(=O)Nc3c2c(C)nn3-c2ccccc2)cc(OC)c1OC (stereo not drawn)	/	11
25	O=c1cc(C(F)(F)F)c2cc3c4c(c2o1)CCCN4CCC3	/	7
26	Cc1ccc2c(c1)CC1(CN2C)C(=O)NC(=O)N(c2cc(C)ccc2C)C1=O (stereo not drawn)	11	18
27	CCOC(=O)N(c1ccccc1)P1(=S)OCCO1	14	13
28	CCn1cc(C(=O)c2cccs2)c2ccccc21	23	20
29	COc1ccc(OCC(=O)N2CCN(Cc3c[nH]c4ccccc34)CC2)cc1	3	2
30	CN1C(=O)C(Cc2c[nH]c3ccccc23)C(=O)N(C)C1=O	-3	13

no.	Yeast growth tox inhibition %	Yeast eIF2B
16	/	32
17	-5	25
18	18	37
19	-8	10
20	0	14
21	19	17
22	14	11
23	12	-49
24	8	/
25	-28	/
26	11	-31
27	14	20
28	23	12
29	3	-3
30	-3	15

# The list goes on; the last two above are carried over.
no.	mol	Yeast eIF2B mutant toxicity	Yeast growth tox
29	COc1ccc(OCC(=O)N2CCN(Cc3c[nH]c4ccccc34)CC2)cc1	3	2
30	CN1C(=O)C(Cc2c[nH]c3ccccc23)C(=O)N(C)C1=O	-3	13
31	ON1C2CCCCC2N(O)C1c1ccccc1 (stereo not drawn)	11	26
32	COc1ccc(CCn2c(O)c(C=NC3CC3)c(=O)[nH]c2=O)cc1OC	4	11
33	COC(=O)[C@@H]1[C@@H](C(=O)OC)C2(c3ccccc3-c3ccccc32)N(c2ccc(Cl)cc2)N1C#N	-4	-17
34	COP(=O)(CC(=O)O)c1ccccc1 (stereo not drawn)	/	26
35	CCC(=O)Nc1ccc(N2CCN(CC)CC2)c(Cl)c1	-19	-3
36	CNC(C(=O)c1ccccc1)C(OC(C)C)c1ccc(Cl)cc1 (stereo not drawn)	/	9
37	COc1ccc2c(c1)c(C(=O)O)c(C)n2CC(C)C	6	12
38	CCCCn1c(O)c(C(CC)=NCc2cc(OC)cc(OC)c2)c(=O)[nH]c1=O	9	-4
39	C=CCOC(=O)C1=C(C)OC(N)=C(C(=O)OCC)C12C(=O)N(CC(N)=O)c1ccccc12 (stereo not drawn)	-11	11
40	Cc1nn(C2CCOC(C)(C)C2)c2c1C(c1ccc3c(c1)OCO3)SCC(=O)N2 (stereo not drawn)	/	-4
41	O=C(c1ccco1)c1cn(Cc2ccccc2)c2ccccc12	/	11
42	CN1CCN(CC(=O)Nc2ccc(Cl)cc2C(=O)c2ccccc2)CC1	/	/
43	CC(C)CCn1c(=O)c(C(=O)Nc2ccccc2S(N)(=O)=O)c(O)c2ccccc21	9	19
44	Cc1ccc(C)c(C2(O)CC(C)N(C)CC2C)c1 (stereo not drawn)	-14	17
45	CSCCC(N=Cc1c(O)n(-c2ccc(Cl)cc2)c(=O)[nH]c1=O)C(=O)OC(C)(C)C (stereo not drawn)	10	12

no.	Yeast growth tox inhibition %	Yeast eIF2B
29	3	-3
30	-3	15
31	11	24
32	4	2
33	-4	-34
34	21	/
35	-19	8
36	19	/
37	6	-1
38	9	5
39	-11	25
40	0	28
41	18	/
42	/	-10
43	9	23
44	-14	16
45	10	17

# Next compounds follow.
no.	mol	Yeast eIF2B mutant toxicity	Yeast growth tox
46	CCC(=NCc1cc(OC)cc(OC)c1)c1c(O)n(C)c(=O)n(C)c1=O	-36	8
47	O=c1[nH]c(=O)n(Cc2ccc(F)cc2)c(O)c1C=NCCCn1ccnc1	-14	42
48	CN1CCN(C(=O)Cc2nc3ccccc3[nH]2)CC1	19	8
49	O=C(CCn1c(=O)oc2ccccc21)N1CCC2(CC1)OCCO2	/	5
50	CCC(C)(C)n1nnnc1CN1CCC(n2c(C)nc3cc(C(F)(F)F)ccc32)CC1	/	-11
51	Cc1cccnc1-n1c(CN2C(=O)c3ccccc3C2=O)nc2ccccc2c1=O	-10	0
52	O=C(Nc1cccnc1)c1c(O)c2c(n(Cc3ccccc3)c1=O)CCCC2	-12	6
53	CC1(C)CN=C(NCc2ccccc2Cl)S1	-16	-15
54	CCCCn1c(O)c(C(CC)=NCCN2CCOCC2)c(=O)[nH]c1=O	-24	7
55	COc1cc(OC)cc(-n2nc(C(=O)N3CCC4(CC3)OCCO4)c3ccccc3c2=O)c1	/	8
56	O=C1CC(N2CCC(n3c(=O)[nH]c4ccccc43)CC2)C(=O)N1Cc1ccccc1 (stereo not drawn)	-4	4
57	O=C(O)C12C3CCCC1C32c1ccccc1 (stereo not drawn)	-5	8
58	CC(C)C12CN3CC(C(C)C)(CN(C1)C3c1cccnc1)C2=O (stereo not drawn)	-19	-6
59	O=C(Cn1ncc2ccccc21)N1CCC2(CC1)OCCO2	7	17
60	CC(=NCc1cccnc1)c1c(O)n(-c2ccc(C)cc2)c(=O)[nH]c1=O	/	8

no.	Yeast growth tox inhibition %	Yeast eIF2B
46	-36	-12
47	-14	19
48	19	-20
49	0	17
50	-32	/
51	-10	15
52	-12	14
53	-16	4
54	-24	-7
55	0	7
56	-4	17
57	-5	16
58	-19	14
59	7	12
60	0	-8

# Following part.
no.	mol	Yeast eIF2B mutant toxicity	Yeast growth tox
61	CC1(C)C2CC=C(CN3CCOCC3)C1C2 (stereo not drawn)	4	4
62	CCN1CCN(CC(=O)c2c(C)n(Cc3ccccc3)c3ccc(OC)cc23)CC1	/	7
63	CC[N+](CC)(CC)CCCOC(=O)C(O)(c1ccccc1)C1CCCCC1 (stereo not drawn)	23	27
64	CN1C(=O)N(C)C(=O)C2(Cc3c(nc4ccccn4c3=O)N3CCC(Cc4ccccc4)CC32)C1=O (stereo not drawn)	4	2
65	O=C1NC(=O)C(C/C=C/c2ccccc2)C(=O)N1	-12	0
66	CCCC/C(=N\O)c1c[nH]c2ccccc12	/	11
67	CC(C)n1nnnc1CN1CCN(C)CC1	3	10
68	O=C(c1cc2c(s1)CCCC2)N1CCC2(CC1)OCCO2	/	-4
69	Cc1ccccc1-n1c(-c2ccco2)nc2ccccc2c1=O	-3	-16
70	CCC(=NCc1ccco1)c1c(O)n(-c2ccccc2)c(=O)[nH]c1=O	/	-1

no.	Yeast growth tox inhibition %	Yeast eIF2B
61	4	3
62	5	/
63	23	6
64	4	13
65	-12	27
66	5	/
67	3	3
68	0	5
69	-3	1
70	0	20

# A different layout for six compounds above.
entry | Compound | Yeast eIF2B mutant toxicity | Yeast growth tox | Yeast growth tox inhibition % | Yeast eIF2B
61 | CC1(C)C2CC=C(CN3CCOCC3)C1C2 (stereo not drawn) | 4 | 4 | 4 | 3
62 | CCN1CCN(CC(=O)c2c(C)n(Cc3ccccc3)c3ccc(OC)cc23)CC1 | / | 7 | 5 | /
63 | CC[N+](CC)(CC)CCCOC(=O)C(O)(c1ccccc1)C1CCCCC1 (stereo not drawn) | 23 | 27 | 23 | 6
64 | CN1C(=O)N(C)C(=O)C2(Cc3c(nc4ccccn4c3=O)N3CCC(Cc4ccccc4)CC32)C1=O (stereo not drawn) | 4 | 2 | 4 | 13
65 | O=C1NC(=O)C(C/C=C/c2ccccc2)C(=O)N1 | -12 | 0 | -12 | 27
66 | CCCC/C(=N\O)c1c[nH]c2ccccc12 | / | 11 | 5 | /

# Source: PubChem
